# Screening results deposited in PubChem BioAssay by several laboratories.
# OPRM1-OPRD1 ag – agonists of OPRM1-OPRD1 heterodimerization, primary screen, cell-based, luminescence; cells; activation, % at 9.3 µM; 340,000 tested, 0.3% active; AID 504326, 2011; in the data active means activation above about 18%;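 further: 0% = vehicle-treated cells and 100% = reference agonist; values of inactives mirror those of a sister screen read the other way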
# Target sequence (P35372 whole entry, looked up): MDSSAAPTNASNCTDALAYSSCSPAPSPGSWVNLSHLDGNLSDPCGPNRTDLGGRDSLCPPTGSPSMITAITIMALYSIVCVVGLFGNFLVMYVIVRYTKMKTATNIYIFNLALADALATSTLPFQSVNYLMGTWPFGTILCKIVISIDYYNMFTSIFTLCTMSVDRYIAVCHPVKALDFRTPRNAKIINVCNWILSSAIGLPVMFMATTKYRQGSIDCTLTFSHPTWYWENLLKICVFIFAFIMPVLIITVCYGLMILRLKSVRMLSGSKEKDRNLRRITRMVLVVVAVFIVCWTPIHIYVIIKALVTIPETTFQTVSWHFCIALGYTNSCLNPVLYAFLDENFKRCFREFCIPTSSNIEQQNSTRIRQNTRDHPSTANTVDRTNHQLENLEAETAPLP
# Target sequence (P41143 whole entry, looked up): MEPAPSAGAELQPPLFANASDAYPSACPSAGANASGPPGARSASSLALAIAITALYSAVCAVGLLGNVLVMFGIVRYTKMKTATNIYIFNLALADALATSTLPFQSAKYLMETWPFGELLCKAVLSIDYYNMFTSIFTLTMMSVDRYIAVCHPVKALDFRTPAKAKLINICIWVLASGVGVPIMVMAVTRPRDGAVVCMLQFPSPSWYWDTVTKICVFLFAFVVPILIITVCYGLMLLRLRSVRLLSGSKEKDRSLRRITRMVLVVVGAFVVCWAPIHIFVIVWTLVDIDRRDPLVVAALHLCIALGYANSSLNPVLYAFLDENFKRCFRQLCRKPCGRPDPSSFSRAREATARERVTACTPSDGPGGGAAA
# MOR-DOR inv ag – inverse agonists of MOR-DOR heterodimerization, primary screen, cell-based, luminescence. Mu-type opioid receptor (Homo sapiens) + Delta-type opioid receptor (Homo sapiens), …. cell-based MOR-DOR heterodimer luminescence, inverse agonism. inhibition, % at 9.3 µM. 340,000 tested, 0.21% active. AID 504357, 2011; in the data active means inhibition above about 22%, passing the limit was not always enough;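 further: 0% = cells with DMSO and 100% = wells without cells with DMSO; values of inactives mirror those of a sister screen read the other way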
# Arrestin-AP2 inh – inhibitors of beta-arrestin/AP2 binding, primary screen, biochemical, GPCR trafficking, flow cytometry; beta-arrestin 1 C-terminal peptide binding to AP2 beta2-adaptin appendage (human); FITC-arrestin peptide / GST-AP2 beads; AP2 beta2 appendage carries R879A mutation; inhibition, % at 10 µM; 340,000 tested, 0.31% active; AID 504490, 2011;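 active means inhibition above a set limit, near 3 SD of compounds lacking own fluorescence, cut at about 54% in these data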;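 further: plate controls were DMSO wells for no effect and 5 µM unlabelled arrestin peptide for full effect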
#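 System: GST-AP2 R879A bound to glutathione beads, E. coli-expressed. Also added: 50 nM FITC-arrestin peptide. Schedule: compound with beads 12 min RT, then probe 1 h RT. Signal: bead flow cytometry, FITC channel. Read-out basis: percent response.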
# Tat transport – E. coli Tat export inhibitors, primary screen, MC4100, TorA-mCherry reporter, fluorescence, single point | inhibition, % at 10 µM | 340,000 tested, 0.036% active | AID 488895, 2010;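 active means mean replicate inhibition at least 50% and at least half of replicates individually reaching 50%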;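 further: exported cargo escapes ClpAP degradation while cytoplasmic cargo is degraded and loses fluorescence; 0% = median of neutral control wells and 100% = median of NaSCN control wells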
# PfHsp90 set2 – growth inhibition of PfHsp90-expressing yeast, primary screen, antimalarial PfHsp90 inhibitor project, S. cerevisiae, BacTiter-Glo luminescence, single point, set 2 | BacTiter-Glo ATP, 48 h; yeast lacking PDR1 and PDR3 efflux regulators | 310,000 tested, 0.32% active | inhibition, % at 9.4 µM;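 active means every replicate shows inhibition above about 80%, whatever the replicate mean, limit read from the data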;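 further: 0% = DMSO neutral controls and 100% = 20 µM radicicol positive controls; yeast relying on Plasmodium falciparum Hsp90 in place of its own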
# AddAB inh – growth inhibition of E. coli expressing H. pylori AddAB, primary screen, AddAB inhibitor project, absorbance; AID 435030, 2010; inhibition, % at 11.9 µM; 330,000 tested, 0.29% active; in the data active means inhibition above about 12%;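 further: 0% = vehicle wells of infected cells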
# E coli growth – E. coli V3065 growth inhibition, primary screen, counter-screen for AddAB inhibitor project, absorbance, OD600. 18 h. inhibition, % at 11.9 µM. 330,000 tested, 0.27% active. AID 449728, 2010;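 active means inhibition above the campaign's mean inhibition across all tested compounds plus 3 SD, cut at about 9.9% in these data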;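 further: uninfected addAB+ strain grown without phage in ampicillin broth; 0% = DMSO wells and 100% = ciprofloxacin 0.95 µg/ml wells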
# SUMO Mot1 rescue – yeast Mot1-301 growth rescue at high temperature, primary screen, SUMOylation pathway inhibitor project, S. cerevisiae, ATP luminescence, 38.5C | S. cerevisiae Mot1-301 growth rescue; percent above DMSO median, 100 means doubled | growth rescue, % at 18.8 µM | 320,000 tested, 1% active;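 active means every valid replicate shows activation above 250% relative to neutral control wells; inactive means the rest, any valid replicate at or below 250%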;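 further: OY570 slx delta 5 strain wells were the positive control but not used for scaling; some compounds called inactive have numbers as strong as hits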
# PKA-R1A act – activators of PKA-R1A holoenzyme, primary screen, biochemical, fluorescence polarization, Cy5-IP20, bovine R1A, mouse PKAc; cAMP-dependent protein kinase type I-alpha regulatory subunit (Bos taurus) + …; PKA-R1A dissociation; scaled: DMSO 0%, 113 µM cGMP 100%; activation, % at 11.4 µM; 340,000 tested, 0.083% active; AID 504707, 2011;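 active means percent activation above the mean of all tested compounds plus 3 SD, cut at about 19% in these data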;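 further: higher means more PKAc released from R1A so a rise in polarization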
# phage Ecoli inh – growth loss of phage-infected E. coli, primary screen, RecBCD inhibitor project, absorbance, with phage, HTS; inhibition, % at 11.9 µM; 360,000 tested, 0.26% active; AID 651602, 2012; in the data active means inhibition above about 11%
# Pemphigus Ab inh – inhibitors of pemphigus antibody binding to DSG3, primary screen, biochemical, bead-based, flow cytometry, scFv-GFP | Desmoglein-3 (Homo sapiens), P32926 | DSG3-coupled beads, scFv-anti-DSG3-GFP binding; stronger effect = lower value | binding (percent of control), % at 10 µM | 310,000 tested, 0.48% active;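 active means binding more than 3 SD below its plate's average and above zero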;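 further: hits lower antibody fragment binding to DSG3; some compounds called inactive have numbers as strong as hits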
# Starred values were filed as active, the others as inactive; nt = no result given; & = joins results of further samples.
# Values run as follows: OPRM1-OPRD1 ag	MOR-DOR inv ag	Arrestin-AP2 inh	Tat transport	PfHsp90 set2	AddAB inh	E coli growth	SUMO Mot1 rescue	PKA-R1A act	phage Ecoli inh	Pemphigus Ab inh
> CC1CN=C(NCc2ccncc2)S1 (stereo unspecified)
  -1.7	9.8	3.5	1.7	0.7	0.8	2.1	nt	7.0	1.8	105.2
> COc1ccc(-c2nc3ccccc3c(=O)n2-c2ccc(OC)cc2)cc1
  -3.4	16.0	-27.9	9.6	-10.7	-0.7	-1.4	12.1	-7.3	2.3	107.2
> CC(=NCCc1ccccc1)c1c(O)[nH]c(=O)[nH]c1=O
  -0.7	3.4	-0.6	7.8	3.0	0.5	1.8	344.5	12.5	1.9	104.4
> CN(C)C(=O)Nc1cccc(OC(=O)N(C)C)c1
  -2.0	12.0	12.2	2.1	2.9	1.3	-2.0	5.3	-4.3	0.3	96.9
> CC(=NCc1ccco1)c1c(O)n(C)c(=O)n(C)c1=O
  0.0	-0.1	1.0	3.1	nt	0.2	-0.5	-0.5	4.1	-1.0	109.6
> O=S(=O)(c1ccc(Cl)cc1)N1CN2CCN(C2)C1
  -1.2	6.5	5.0	3.5	11.1	-1.3	0.0	277.6	-2.4	0.8	110.2
> COc1ccccc1Sc1ccccc1CC(C)N (stereo unspecified)
  0.4	-2.1	16.7	-1.2	-5.4	0.5	1.1	12.6	1.6	2.1	100.8
> COc1ccc(OCC(=O)N2CCN(Cc3nc4cc([N+](=O)[O-])ccc4n3C)CC2)cc1
  0.9	-6.3	1.3	-8.7	nt	-1.0	-0.7	-9.0	-5.4	3.9	88.4
> COc1ccc(N2C(=O)/C(=C/c3ccc(OC)c(OC)c3)C(=O)NC2=S)cc1
  -3.0	14.2	11.4	-4.7	7.9	nt	nt	-7.2	-0.5	-1.3	96.9
> COC(=O)[C@]12OC[C@]34C([C@@H](O)[C@@H]1O)[C@]1(C)CC(=O)C(O)=C(C)[C@@H]1C[C@H]3OC(=O)[C@H](O)[C@@H]24 (stereo partly specified)
  -1.1	5.7	21.0	5.1	-11.6	-0.8	-3.8	7.4	-4.0	0.5	97.4
> Cn1c(=O)[nH]c2nncnc2c1=O
  -0.1	0.4	-1.4	7.8	-8.6	-6.5	-9.1	3.6	-6.2	-6.7	99.0
> O=C(c1ccc(F)cc1Cl)N1CCC2(CC1)OCCO2
  -2.5	12.3	-16.9	-4.4	19.6	3.5	1.7	30.6	-3.9	2.2	98.4
> COc1cccc(N(C(C)=O)C2=NCCCS2)c1
  -2.4	11.0	9.1	6.2	0.6	-0.9	-1.1	-4.6	-2.1	-1.4	95.1
> COc1ccccc1OCC#CCN1CCOCC1
  -1.4	7.2	3.1	-4.9	-3.6	0.4	1.2	-0.5	1.4	1.1	107.4
> O=C(Nc1ccc(Cl)cc1C(=O)c1ccccc1)c1ccccc1
  2.6	-10.9	3.6	6.9	-15.7	2.4	-1.7	-1.1	-4.2	2.6	nt

# Continued; the last two above are carried over.
# Values run as follows: OPRM1-OPRD1 ag	MOR-DOR inv ag	Arrestin-AP2 inh	Tat transport	PfHsp90 set2	AddAB inh	E coli growth	SUMO Mot1 rescue	PKA-R1A act	phage Ecoli inh	Pemphigus Ab inh
> COc1ccccc1OCC#CCN1CCOCC1
  -1.4	7.2	3.1	-4.9	-3.6	0.4	1.2	-0.5	1.4	1.1	107.4
> O=C(Nc1ccc(Cl)cc1C(=O)c1ccccc1)c1ccccc1
  2.6	-10.9	3.6	6.9	-15.7	2.4	-1.7	-1.1	-4.2	2.6	nt
> O=C1C2CCCN2C(c2ccccc2)N1c1ccccn1 (stereo unspecified)
  -1.7	10.0	2.8	2.6	nt	2.8	-0.9	-12.1	5.7	1.5	nt
> COC(=O)Cn1cc(C(=O)c2ccccc2F)c2ccccc21
  -1.9	9.6	-5.8	5.1	-15.8	nt	nt	17.7	-2.0	2.7	109.0
> O=C1NC(=O)C2(Cc3ccccc3N3CCCC32)C(=O)N1c1ccccc1 (stereo unspecified)
  -2.8	17.1	-9.5	-0.5	-7.1	1.3	0.3	96.3	-11.8	0.3	102.2
> COC(=O)C1=C(c2ccc(S(C)(=O)=O)cc2)C[C@@H]2CC[C@H]1N2C(=O)N1CCCC1
  -1.5	8.8	18.4	6.8	6.2	5.5	0.6	76.0	0.7	1.3	99.7
> CN(C)c1ccc(/C=C/c2cc[n+](C)c3ccccc23)cc1
  -5.4&-5.2	27.9&27.1	-17.4&-10.1	-298.6	51.6&47.4	nt	nt	nt	10.5&-1.4	-0.1&2.9	86.1&88.5
> CCCCCn1cc(C(=O)C(=O)N2CCOCC2)c2ccccc21
  -1.5	8.2	-10.1	-7.4	10.7	2.1	0.8	50.4	-4.6	0.9	nt
> Cc1c(C=O)c2ccccc2n1Cc1ccccc1F
  -2.2	10.9	4.2	7.7	-1.2	2.6	1.0	-11.7	-1.4	1.6	107.6
> COc1ccc(CN2C(=O)NC(=O)/C(=C\c3ccc(OC)c(OC)c3OC)C2=O)cc1
  -3.5	17.4	-7.5	-7.1	-7.4	1.3	-1.8	-2.1	-9.8	4.8	100.8
> COc1ccc(-n2c(O)c(C(C)=NC3CC3)c(=O)[nH]c2=O)cc1
  -1.7	9.4	-6.8	3.0	6.7	-2.2	1.4	nt	-6.8	2.6	102.6
> c1ccc(OCC2CO2)cc1 (stereo unspecified)
  -1.6	8.6	7.8	1.4	9.2	1.5	2.8	-13.1	1.2	1.2	100.5
> CNCC(O)c1cc(OCc2ccccc2)c(OCc2ccccc2)cc1F (stereo unspecified)
  4.5	-24.0	24.4	-2.3	-22.2	-1.5	-1.0	4.4	-6.7	1.0	104.7
> CCOC(=O)c1c(NC(=O)C(c2ccccc2)c2ccccc2)sc2c1C1CCN2CC1
  -1.5	7.2	-1.7	-0.9	21.2	1.9	-0.3	1.4	-2.5	1.5	97.5
> Cn1cccc1CNCCc1ccc(F)cc1
  -0.9	4.5	9.6	-9.6	nt	6.5	5.2	8.4	0.8	2.5	118.5
> Oc1cc(Cl)ccc1Oc1ccc(Cl)cc1Cl
  9.5	-47.8	-1.1	137.3*	94.8*	96.6*	97.7*	36.2	-1.4	97.0*	102.9
> C(=NC12CN3CN(CN(C3)C1)C2)c1cccnc1
  -1.4	8.6	24.3	-4.1	8.5	0.8	1.9	-7.0	-2.1	3.2	102.0

# Quoted from the listing:
# In PKA-R1A act, COc1ccc(-n2c(O)c(C(C)=NC3CC3)c(=O)[nH]c2=O)cc1 shows -6.8
# In AddAB inh, c1ccc(OCC2CO2)cc1 (stereo unspecified) shows 1.5
# In phage Ecoli inh, O=C1C2CCCN2C(c2ccccc2)N1c1ccccn1 (stereo unspecified) shows 1.5
# In SUMO Mot1 rescue, COC(=O)C1=C(c2ccc(S(C)(=O)=O)cc2)C[C@@H]2CC[C@H]1N2C(=O)N1CCCC1 shows 76.0
# In phage Ecoli inh, CCCCCn1cc(C(=O)C(=O)N2CCOCC2)c2ccccc21 shows 0.9
# In Pemphigus Ab inh, Oc1cc(Cl)ccc1Oc1ccc(Cl)cc1Cl shows 102.9

# Carrying on.
# Values run as follows: OPRM1-OPRD1 ag	MOR-DOR inv ag	Arrestin-AP2 inh	Tat transport	PfHsp90 set2	AddAB inh	E coli growth	SUMO Mot1 rescue	PKA-R1A act	phage Ecoli inh	Pemphigus Ab inh
> CC(C)(C)C(=O)O[C@H]1CC[C@@]2(C)C(=CC(=O)C3C2CC[C@]2(C)C(=O)[C@@H](F)CC32)C1 (stereo partly specified)
  3.6	-18.8	8.4	-4.4	1.2	-1.7	0.6	3.1	-1.8	0.8	119.7
> O=C(Cc1ccc(Cl)cc1)NCCN1CCN(C(=O)Cc2ccc(Cl)cc2)CC1
  -1.2	6.4	-4.8	12.1	24.3	3.4	2.3	-2.9	-5.9	0.2	118.2
> Cc1ccc(N2C(=O)CC(=O)NC2=O)cc1Cl
  -2.5	12.6	-5.6	2.1	4.0	7.8	1.4	-19.1	-8.6	0.2	112.8
> C=CCn1c(O)c(C=NCCN2CCOCC2)c(=O)[nH]c1=S
  -0.8	3.9	3.9	-1.2	5.1	3.3	-1.7	-7.4	-5.4	0.8	nt
> Cc1cc(C)c(-n2c(O)c(/C=N/NC(=O)c3ccncc3)c(=O)[nH]c2=O)c(C)c1
  nt	nt	6.2	-0.2	-4.1	1.9	-1.4	3.7	nt	1.2	93.7
> CCCCN1C(=N)C(CC)(CC)C(=O)NC1=O
  0.0	-0.1	28.6	-1.2	10.3	-0.1	-1.2	15.6	-9.7	2.4	97.5
> CN1CCN2c3ccccc3CC3(C(=O)N(C)C(=O)N(C)C3=O)C2C1 (stereo unspecified)
  -1.9	10.1	39.0	-12.5	-7.6	2.1	0.3	7.3	0.9	3.4	109.9
> CCCCC(=O)N/N=C/c1c(O)n(CCc2ccc(OC)c(OC)c2)c(=O)[nH]c1=O
  0.5	-3.7	-4.9	-2.4	-3.3	2.4	-0.1	-14.5	1.1	3.6	97.8
> CCCn1ncc(C(=O)O)c1C
  -4.0	16.5	-9.1	5.2	-3.1	3.9	1.8	102.4	-12.7	4.3	nt
> CN(C)C(=O)CSc1nnc([C@@H](N)Cc2ccccc2)o1
  -1.4	6.8	-2.2	-4.9	nt	1.1	1.1	148.6	-9.5	0.8	83.9
> Cc1ccc(C)c(OCC(=O)N2CCCN(C)CC2)c1
  -1.8	9.2	-7.9	0.7	-15.1	2.1	0.3	-2.5	5.7	-0.9	106.0
> COC(=O)C1=C(c2ccc(F)cc2OCc2ccccc2)C[C@@H]2CC[C@H]1N2C(=O)N1CCCCC1
  -2.5	11.6	3.2	5.4	3.9	0.2	1.0	-1.8	-13.9	1.8	103.7

# Not all compounds are listed; rates above refer to the full screens.
